SENP7 block: SENP7 protease inhibition; inhibition, % at 5 µM; Q9BQF6; recombinant SENP7, Z-RLRGG-aminoluciferin luminescence, 40 min; hit rate 1.5% among 330,000;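 active = inhibition above about 50% at the single test dose, limit read from the data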;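 also: plate controls were DMSO with enzyme for no effect and no enzyme buffer wells for full effect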
SENP8 block-1: blocks the human protease SENP8. inhibition, % at 10 µM. purified SENP8, Z-RLRGG-aminoluciferin cleavage, luminescence. hit rate 1.2% among 330,000. Q96LD8. AID 2540; in the data active = inhibition above about 50%
SENP1 FRET inh: SENP1 (human) catalytic domain inhibition | recombinant SENP1 catalytic domain, CyPet-SUMO1-YPet FRET cleavage | inhibition, % at 10 µM | hit rate 0.21% among 360,000;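 active = inhibition at least 30% at 10 µM, raw YFP signal under a set limit, fluorescence ratio 0.5 to 1.5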;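 also: 0% = enzyme with DMSO and 100% = no enzyme wells; some results filed as inactive read as strong as hits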
Target sequence (Q9P0U3 419-644 limits assumed): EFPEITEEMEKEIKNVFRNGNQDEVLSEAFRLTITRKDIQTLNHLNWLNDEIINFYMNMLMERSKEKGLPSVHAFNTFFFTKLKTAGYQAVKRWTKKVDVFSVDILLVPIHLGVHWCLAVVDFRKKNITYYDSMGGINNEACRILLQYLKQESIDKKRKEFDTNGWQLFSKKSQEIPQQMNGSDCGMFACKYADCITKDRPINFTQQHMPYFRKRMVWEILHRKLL
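material = recombinant human SENP1 catalytic domain, His6-tagged | quantity = 20 pM enzyme | reagent = 25 nM SUMO1 FRET substrate | compound dosing = 10 µM single point, 0.5% DMSO | timing = 50 min enzyme reaction, room temperature, light-protected | detection = FRET, CFP and YFP emission | control set = no-enzyme low, enzyme-DMSO high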
PfGluPho inh: PfG6PD (Plasmodium falciparum) enzyme inhibition. AID 504690. inhibition, % at 20 µM. hit rate 0.78% among 350,000. PfGluPho enzyme, NADPH resazurin-diaphorase fluorescence;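 active = inhibition reaching at least a set limit at 20 µM in the primary screen, cut at about 59% in these data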;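 also: 0% = DMSO wells with substrate and 100% = DMSO wells lacking glucose-6-phosphate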
HKDC1 inhibitor: blocks human hexokinase HKDC1 activity. recombinant HKDC1, G6PDH/diaphorase resazurin coupled fluorescence. inhibition, % at 20 µM. Q2TB90. hit rate 0.16% among 340,000;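 active = inhibition above about 35% when tested at 20 µM, limit read from the data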;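 also: plate controls were DMSO wells with enzyme for no effect and DMSO wells lacking enzyme for full effect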
Target sequence (Q2TB90 whole entry, looked up): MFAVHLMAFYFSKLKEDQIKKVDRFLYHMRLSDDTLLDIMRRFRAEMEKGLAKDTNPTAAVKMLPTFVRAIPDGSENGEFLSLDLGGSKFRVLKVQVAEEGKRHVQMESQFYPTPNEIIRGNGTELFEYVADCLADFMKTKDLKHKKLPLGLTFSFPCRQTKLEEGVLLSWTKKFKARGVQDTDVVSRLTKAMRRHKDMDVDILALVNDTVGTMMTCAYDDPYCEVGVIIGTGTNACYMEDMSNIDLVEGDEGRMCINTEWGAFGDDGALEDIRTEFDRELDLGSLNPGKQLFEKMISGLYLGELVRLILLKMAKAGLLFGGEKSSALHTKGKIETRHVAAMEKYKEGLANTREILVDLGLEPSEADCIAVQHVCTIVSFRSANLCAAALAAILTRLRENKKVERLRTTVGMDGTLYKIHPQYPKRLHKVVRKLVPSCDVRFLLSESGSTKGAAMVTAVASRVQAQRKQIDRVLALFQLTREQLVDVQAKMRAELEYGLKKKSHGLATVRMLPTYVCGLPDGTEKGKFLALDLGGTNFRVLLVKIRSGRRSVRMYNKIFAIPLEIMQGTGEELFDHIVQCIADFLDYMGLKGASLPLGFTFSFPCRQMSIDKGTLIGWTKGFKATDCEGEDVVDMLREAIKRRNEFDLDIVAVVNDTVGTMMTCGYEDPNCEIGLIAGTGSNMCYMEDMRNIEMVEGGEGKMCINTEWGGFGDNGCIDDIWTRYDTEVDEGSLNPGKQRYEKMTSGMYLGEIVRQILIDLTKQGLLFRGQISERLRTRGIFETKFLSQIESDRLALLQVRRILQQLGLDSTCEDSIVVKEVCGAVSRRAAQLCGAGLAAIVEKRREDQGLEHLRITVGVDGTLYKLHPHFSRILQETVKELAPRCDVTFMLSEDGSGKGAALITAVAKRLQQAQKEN
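Test system: recombinant HKDC1 (HK5) hexokinase enzyme, produced in-house / Doses: 20 µM test compound, 1% DMSO / Timing: 90 min, room temperature / Detection: G6PDH/diaphorase-coupled fluorescence, 1 mM NADP, 100 µM resazurin, 525/613 nm / Control set: DMSO wells with and without enzyme mix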
Apaf-1 inh: inhibitors of human Apaf-1 apoptosome | O14727 | reconstituted apoptosome caspase-3 activity, DEVD-Rh110 fluorescence | inhibition, % at 20 µM | hit rate 0.71% among 330,000 | AID 489030; active = inhibition of at least 40% at 20 µM;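 also: plate controls were DMSO wells for no effect and DEVD-CHO caspase inhibitor wells for full effect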
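Assay system: Apoptosome proteins | Medium: pH 7.5 Hepes buffer with CHAPS, BSA, DTT | Also added: Cytochrome c and DEVD-Rh110 substrate | Times: 30 min plus 50 min, RT | Detection: Rhodamine 110 fluorescence at Ex 480/Em 540 nm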
SENP8 block-2: SENP8 (human) protease inhibition | AID 602440 | hit rate 0.64% among 360,000 | Q96LD8 | recombinant SENP8, Nedd8 substrate fluorescence | inhibition, % at 20 µM; in the data active = inhibition mostly above about 40%, no sharp cut-off; inactive = mostly below about 27%
SENP6 inh: blocks the human protease SENP6; Q9GZR1; Recombinant SENP6 catalytic domain, aminoluciferin luminescence; inhibition, % at 10 µM; hit rate 1.8% among 330,000;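 active = inhibition above about 50% at the single tested dose, limit read from the data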;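 also: plate controls were DMSO wells with enzyme for no effect and DMSO wells lacking enzyme for full effect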
An asterisk follows results filed as active; i = inactive; . = not tested or not shown.

SMILES	SENP7 block	SENP8 block-1	SENP1 FRET inh	PfGluPho inh	HKDC1 inhibitor	Apaf-1 inh	SENP8 block-2	SENP6 inh
S=c1[nH]nc(-c2cccnc2)n1/N=C/C=C/c1ccco1	5	-2	4	24	-8	4	0	3
CCOc1cccc(C(=O)Nc2ccccc2N2CCN(C(=O)C(C)C)CC2)c1	3	-6	1	3	0	27	28	-4
CC[n+]1c(/C=C/N(C)c2ccccc2)oc2ccccc21	-6	-9	2	-13	10	-2	-11	-4
COCC(C)Nc1ccc(S(=O)(=O)N2CCCC2)cc1[N+](=O)[O-] (configuration not stated)	6	8	0	4	-3	-16	1	7
CCCCN(C(=O)COC(=O)CSc1cc(C)c2ccccc2n1)c1c(N)n(CCC)c(=O)[nH]c1=O	-2	-4	0	6	-10	-3	0	0
CCc1ccc(CN2CCCC(C(=O)N3CCCCC3)C2)cc1 (configuration not stated)	-8	-4	-1	-11	-4	-7	6	0
Cc1ccc(S(=O)(=O)N2CCOCC2)cc1C(=O)Nc1ccccc1F	-5	-5	2	2	-6	-10	-1	8
O=S(=O)(Nc1cccc(-n2cnnn2)c1)c1cc(Br)ccc1Br	3	11	2	-15	3	6	8	5
O=C(O)C1CCN(C(=O)CSc2nnc(-c3ccccc3)o2)CC1	2	-2	0	0	-4	-8	8	-2
CCc1ccccc1NC(=O)Nc1cnccn1	0	-1	-1	-6	-3	5	-5	-10
CCOc1ccc(N2C(=O)CC(NCCc3ccc(S(N)(=O)=O)cc3)C2=O)cc1 (configuration not stated)	-8	-8	0	-1	-6	3	8	-3
CCn1c(SCC(=O)N/N=C/c2cccs2)nc2ccccc21	-6	4	2	23	-6	-3	16	-5
Nc1nc2c(c(=O)[nH]1)C(c1ccccc1)C1=C(N2)c2ccccc2C1=O (configuration not stated)	0	-9	-13	6	3	16	14	-20
C#CCn1cccc(C(=O)Nc2ccc(OC)cc2)c1=O	-1	-5	-2	3	-6	0	9	13
COc1ccc(-c2oc3ccc(-c4cc(OC)c(OC)c(OC)c4)cc3c2-c2ccc(OC)nc2)cc1	5	5	0	-1	-2	16	-497	-9

Whole records from above. Values in the order: SENP7 block | SENP8 block-1 | SENP1 FRET inh | PfGluPho inh | HKDC1 inhibitor | Apaf-1 inh | SENP8 block-2 | SENP6 inh
Listed for S=c1[nH]nc(-c2cccnc2)n1/N=C/C=C/c1ccco1 = 5 | -2 | 4 | 24 | -8 | 4 | 0 | 3
Listed for CCc1ccccc1NC(=O)Nc1cnccn1 = 0 | -1 | -1 | -6 | -3 | 5 | -5 | -10
Listed for Nc1nc2c(c(=O)[nH]1)C(c1ccccc1)C1=C(N2)c2ccccc2C1=O (configuration not stated) = 0 | -9 | -13 | 6 | 3 | 16 | 14 | -20

(cont.)
SMILES	SENP7 block	SENP8 block-1	SENP1 FRET inh	PfGluPho inh	HKDC1 inhibitor	Apaf-1 inh	SENP8 block-2	SENP6 inh
CC(C)C(=O)NC(=S)Nc1ccccc1C(=O)Nc1ccccc1	5	0	4	8	-9	-4	16	-23
O=C(NNC(=O)c1ccc(Br)o1)c1ccc(NC(=O)c2ccccc2)cc1	7	3	2	28	-4	-2	9	11
CCc1cccc(N=c2c([N+](=O)[O-])nn(-c3ccc(Cl)cc3)n2O)c1	4	0	4	17	-6	6	22	-4
COc1ccc(-c2nc3cc(C)ccn3c2NCc2ccc3c(c2)OCO3)cc1	-1	4	-19	12	1	2	-407	26
COc1ccc(-c2oc3cc(OC(C)=O)cc(OC(C)=O)c3c(=O)c2OC)cc1	.	.	-9	-10	-2	.	i	.
Cc1sc2ncn(CC(=O)N(C)C3CCCCC3)c(=O)c2c1C	-7	0	-9	10	5	-2	7	0
CCOc1ncccc1C(=O)Nc1ccc(-c2cn3ccsc3n2)cc1	1	6	-3	-7	-12	-1	-296	1
C=CCN=C(NC#N)SC	0	0	0	-13	-4	2	20	3
FC(F)(F)c1ccc(CN2CCCCCC2)cc1	1	-5	1	-6	-4	-14	9	-3
CNC(C)C#Cc1c(-c2cc(OC)c(OC)c(OC)c2)noc1C (configuration not stated)	2	4	-3	-13	0	-5	7	-6
COC(=O)c1ccc(NC(=O)CNC(=O)C2CCCCC2)cc1	3	-4	2	5	4	9	12	-4
COc1ccc(C(=O)COC(=O)COc2cc(C)cc(C)c2)cc1	-6	-12	0	-8	-3	7	14	-5
CCCOc1ccc(N2C(=O)CC(SCCc3nc4ccccc4[nH]3)C2=O)cc1 (configuration not stated)	4	-1	0	5	-12	5	5	-32
COc1ccc(/C=N/NC(=O)c2ccoc2C)cc1O	67*	-5	0	-3	-14	-2	-29	76*
O=C(Nc1ccc(F)cc1)N(CCCN1CCOCC1)Cc1cc2cc3c(cc2[nH]c1=O)OCO3	-1	0	-2	-8	-2	5	-356	-9
O=C1c2ccc(Oc3ccc4c(c3)C(=O)N(CCCCO)C4=O)cc2C(=O)N1CCCCO	-5	-3	1	-5	6	0	-126	-12
CCOC(=O)c1c(C)[nH]c(C(=O)N2CCCC(C(=O)c3cccc(OC)c3)C2)c1C (configuration not stated)	3	15	1	-8	-4	5	15	6
CC1=C(C(=O)Nc2ccccc2)C(c2ccc(O)cc2)N2C(=O)CSC2=N1 (configuration not stated)	16	-3	-1	5	7	2	4	-1
CSCCC(NC(=O)c1ccccc1Cl)C(=O)N1CCN(C(c2ccccc2)c2ccccc2)CC1 (configuration not stated)	-7	-6	0	-9	10	20	0	9
Cc1ccc(N(C)S(=O)(=O)c2ccc(-c3cc(C)no3)s2)cc1	-2	-6	0	-22	7	17	0	-3
COc1ccc(-c2cn3cc(C)ccc3n2)cc1Br	86*	82*	0	103*	15	7	-366	91*
CCCc1nnc(SCC(=O)N2CCCCC2C)n1CC (configuration not stated)	0	-2	-2	9	-3	4	27	-7
COc1cc(C(=O)NCCOc2ccc(F)cc2)c(Br)c(OC)c1OC	-4	-4	-1	-2	-8	2	17	-4
COc1ccc(/C=N/Nc2nc(N)cc(Cl)n2)cc1OC	0	1	1	11	-9	-8	-20	-10
O=S1(=O)CC(O)C(Nc2ccccc2Cl)C1 (configuration not stated)	0	0	3	-5	-1	-1	-1	0
O=C(c1cnccn1)N1CCN(S(=O)(=O)c2cccc(Cl)c2)CC1	0	4	0	11	-3	-4	1	-7
COc1cccc(N2CCN(C3CC(=O)N(c4ccc(Cl)cc4)C3=O)CC2)c1 (configuration not stated)	5	2	2	2	-5	2	12	-14
CSCCC(NC(=O)c1ccc(Cl)cc1Cl)C(=O)N(C)Cc1nc2ccccc2c(=O)[nH]1 (configuration not stated)	-3	9	0	-8	-5	10	12	-13
CC(=O)c1ccc(NC(=O)c2ccc3snnc3c2)cc1	3	1	-1	17	0	-5	5	-5
O=c1c2ccccc2nc(SCc2cn3ccsc3n2)n1-c1ccccc1	4	3	1	13	0	7	-4	-1

Structures above containing bromine (4):
SMILES	SENP7 block	SENP8 block-1	SENP1 FRET inh	PfGluPho inh	HKDC1 inhibitor	Apaf-1 inh	SENP8 block-2	SENP6 inh
O=S(=O)(Nc1cccc(-n2cnnn2)c1)c1cc(Br)ccc1Br	3	11	2	-15	3	6	8	5
O=C(NNC(=O)c1ccc(Br)o1)c1ccc(NC(=O)c2ccccc2)cc1	7	3	2	28	-4	-2	9	11
COc1ccc(-c2cn3cc(C)ccc3n2)cc1Br	86*	82*	0	103*	15	7	-366	91*
COc1cc(C(=O)NCCOc2ccc(F)cc2)c(Br)c(OC)c1OC	-4	-4	-1	-2	-8	2	17	-4

Continuation.
SMILES	SENP7 block	SENP8 block-1	SENP1 FRET inh	PfGluPho inh	HKDC1 inhibitor	Apaf-1 inh	SENP8 block-2	SENP6 inh
Cn1nc(C(F)(F)F)c2cc(C(=O)Nc3ccc(Cl)cc3)sc21	6	-10	3	31	-1	13	24	-5
CNC(=O)COC(=O)Cc1ccc(Cl)cc1	-4	0	1	-10	-10	1	12	5
N#Cc1nc(COc2ccc(F)cc2)oc1NCCCn1ccnc1	7	0	0	8	3	5	16	-6
CCc1cccc(NC(=O)c2cc(S(=O)(=O)N(C)C)ccc2N2CCCC2)c1	-10	-7	-2	-1	-2	7	5	-8
Cc1c(OCC(=O)NCCCN2CCOCC2)ccc2c(-c3ccccc3)cc(=O)oc12	-2	-2	0	5	3	-5	-8	5
COC(=O)CN(c1ccc(OC)cc1)S(=O)(=O)c1c(C)noc1C	4	-2	4	-3	-5	5	9	3
Nc1nc(COC(=O)C2CC(=O)N(Cc3ccccc3Cl)C2)nc(Nc2ccccc2)n1 (configuration not stated)	1	0	-2	-16	-3	-2	0	-24
COc1ccccc1C1CC(c2cccs2)=NN1C(=O)CCC(=O)O (configuration not stated)	1	5	-8	-18	-4	-17	-173	2
C=CCn1c(SCC(=O)Nc2c(C)cccc2C)nnc1-c1ccncc1	0	5	2	-13	-7	-13	5	-1
Cc1ccc(/C=C/C(=O)NCC2COc3ccccc3O2)o1 (configuration not stated)	1	3	-23	63*	-7	2	-7	17
O=C(Nc1ccc(F)cc1)c1sc(Cl)nc1-c1ccccc1	2	-2	0	-1	-7	-6	10	16
Cc1ccc(C(=O)NCC(=O)NCc2cc(=O)n(C)c(=O)n2C)cc1	0	-1	2	6	-9	-4	14	-9
Cc1ccnc(N2C(=O)c3ccccc3C2=O)c1	-3	-13	5	-18	-1	4	4	-2
COc1cc(/C=C(\CC(=O)O)c2nc3ccccc3s2)ccc1OCC(=O)Nc1ccccc1F	.	.	-29	-6	8	.	i	.
COc1ccc(N2CCN(CC(O)COc3cc(C)cc(C)c3)CC2)cc1 (configuration not stated)	-8	-16	0	17	-1	3	8	-7
O=C(CSc1nnc(CNC(=O)c2c(F)cccc2F)o1)c1ccccc1	-11	-10	1	-13	-15	-1	1	-11
Cc1c(Cl)cccc1NC(=S)NCc1ccccc1Cl	5	-7	0	4	-2	4	1	-4
CC1COc2ccccc2N1C(=O)c1ccc(Cl)cc1 (configuration not stated)	7	-8	1	14	-3	11	23	-21
COc1ccc(CCN(Cc2cc3cccc(C)c3n3nnnc23)C(=O)c2ccncc2)cc1OC	9	2	.	.	.	2	.	3
COc1cccc2c1[C@@H]1CN(CCCCn3c(=O)[nH]c4c(sc5ncc(-c6ccccc6)nc54)c3=O)C[C@@H]1CO2	-6	-2	11	-23	3	48*	9	-2
Cc1ccccc1N1CCN(C2CCCN(C(=O)CCn3cnnn3)C2)CC1 (configuration not stated)	-7	4	2	4	2	8	6	2
CCCCN1C(=N)N([C@@H](CN2CCC[C@H]2CN2C(N)=NC[C@@H]2Cc2ccccc2)C(C)C)C[C@H]1Cc1ccccc1	-1	4	-1	3	-4	38	22	4
O=S(=O)(Nc1ccc(Br)cn1)c1cccs1	-8	-4	2	-8	-8	12	0	-23
O=C(NCCCN1CCOCC1)c1ccc(CS(=O)(=O)c2ccc(Br)cc2)o1	-3	-9	4	-24	-2	-4	-6	-13
CC(C)C[C@@H](CNCC(=O)[C@H](Cc1ccccc1)NC(=O)c1[nH]cnc1C(=O)N[C@@H](C)CN)NC(=O)c1nc[nH]c1C(=O)N[C@@H](CC(=O)O)C(=O)O	.	.	-1	0	9	.	5	.
CC(C)[C@H](NC(=O)c1cc2cc(Cl)ccc2n1C)C(=O)N[C@@H](C(=O)O)c1ccccc1	12	1	-1	-8	3	-3	1	-15
Cn1c(=O)oc2cc(S(=O)(=O)NCCC(=O)N3CCN(c4ccccc4F)CC3)ccc21	-6	7	1	7	-5	-3	9	9
CC1=CC(=C(C#N)C#N)C=C(C)N1CCN1CCN(C(=O)Nc2cccc(Cl)c2)CC1	-3	0	-6	2	1	-1	8	1
COc1ccc(NC(=O)c2c[nH]n3c(=O)cc(C4CCN(C(=O)OC(C)(C)C)CC4)nc23)cc1Cl	-11	4	4	18	-2	42*	-55	-5

Screening results (PubChem)
